# PGC1a acetyl inh – modulators of PGC1a acetylation. U2OS PGC1a acetylation, AlphaScreen anti-acetyl-lysine; with virally co-expressed GCN5 acetyltransferase. inhibition, % at 15.6 µM. 350,000 compounds, 0.17% hits;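 active means every replicate shows inhibition of at least 40%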;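 further: 0% = neutral control wells and 100% = positive control wells; some results beyond the cut were filed as inactive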
# GSIS activator – primary screen for activators of insulin secretion dependent on glucose, INS-1E cells, GLuc reporter luminescence. INS-1E GLuc reporter insulin secretion, 2-3 h. activation, % at 16.6 µM. 370,000 compounds, 0.61% hits. AID 743287;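 active means lowest replicate activation of at least 40%, so every replicate reaches that level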;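 further: 0% = median of neutral control wells and 100% = median of IBMX positive control wells; some compounds called inactive have numbers as strong as hits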
# PglD DTNB – PglD (C. jejuni) enzyme inhibition. purified PglD enzyme, DTNB colorimetric CoA detection. inhibition, % at 12.5 µM. 360,000 compounds, 0.098% hits; in the data active means inhibition above about 16%, passing the limit was not always enough; further: strong numbers were not always called active
# LGR2 inh – inhibitors of bursicon-induced Drosophila LGR2 receptor cAMP signaling; HEK293 LGR2, CRE-luciferase, bursicon-stimulated, 4 h; inhibition, % at 9.99 µM; 380,000 compounds, 0.35% hits;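 active means drop in luminescence signal, shown as inhibition above about 50% in the replicate tests, limit read from the data, passing the limit was not always enough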;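 further: agonist challenge used bursicon conditioned medium at about half maximal strength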
# PAX8 reporter – inhibitors of PAX8 transcriptional activity in RMG-I cells. RMG-I TPO-luciferase reporter, SteadyGlo, 24 h. inhibition, % at 12.6 µM. 360,000 compounds, 1.2% hits. AID 652154;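 active means mean replicate inhibition at least 60% with every replicate also reaching 60%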;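 further: luciferase light reporting Pax8 driven TPO promoter activity; plate controls were median of neutral control wells for no effect and mitoxantrone controls for full effect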
# ARNT-TACC3 inh – ARNT/TACC3 interaction disruption; AlphaScreen His-ARNT PAS-B/GST-TACC3 binding, luminescence; TACC3 fragment carries E629A point mutation; inhibition, % at 9.99 µM; 390,000 compounds, 0.66% hits;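 active means mean inhibition of replicates at least 50% and at least half of replicates each reaching 50%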;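 further: 0% = complete ARNT plus TACC3 wells and 100% = ARNT alone without TACC3; many hits fall short of the cut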
# C2C12 statin – suppressors of simvastatin-induced myotoxicity in C2C12 myotubes; ATP luminescence, 48 h; scaled: DMSO 0, geranylgeraniol control 100; rescue of ATP level, % at 7.49 µM; 330,000 compounds, 0.78% hits; AID 602340;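 active means mean ATP rescue above about 67%, or every replicate alone reaching that limit, limit read from the data, passing the limit was not always enough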;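 further: myotubes were challenged with 10 µM simvastatin during compound exposure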
# Cneo AK release – causes C. neoformans cell lysis; adenylate kinase release luminescence, 4 h; normalised: neutral wells 0, clomiphene wells 100; lysis activity, % at 15 µM; 360,000 compounds, 0.2% hits;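 active means mean lysis activity across replicates of at least 80%, whatever share of replicates individually reach that level; inactive means mean lysis activity below 80%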
#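 Test system: log-phase Cryptococcus neoformans yeast cells. Input: 5 × 10^6 yeast cells/mL. Medium: fresh YPD growth medium. Doses: single dose. Incubation: static 4 h at 37 °C with compound, 1 h detection. Measured by: luminescent adenylate kinase detection reagent. Read-out: signal increase indicating cell lysis. Benchmarks: Clomiphene.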
# * = called active by the depositor; . = not tested or not shown.
SMILES	PglD DTNB	Cneo AK release	ARNT-TACC3 inh	PGC1a acetyl inh	C2C12 statin	LGR2 inh	PAX8 reporter	GSIS activator
Cc1ccc(S(=O)(=O)N(C)C[C@@H]2OCCCC[C@@H](C)Oc3ccc(NS(=O)(=O)c4ccc(Cl)cc4)cc3C(=O)N([C@H](C)CO)C[C@H]2C)cc1	2	1	2	-15	7	4	77*	-1
Cc1cccc(C)c1NC(=O)CN(C)C(=O)CCC(=O)c1ccccc1	-4	-1	0	.	-2	9	-4	19
COC(=O)Cc1cc(=O)oc2cc(O)ccc12	1	2	-8	-1	-8	-7	-7	2
CCOC(=O)C1=C(COC(=O)c2cccs2)NC(=O)NC1C (stereo not drawn)	0	-1	-2	.	-9	-5	-6	59*
O=C(COc1ncnc2ccccc12)NCCC1=CCCCC1	1	-1	5	8	6	.	.	.
C[C@@H]1CN([C@@H](C)CO)C(=O)c2cccc(NC(=O)Nc3ccc(C(F)(F)F)cc3)c2O[C@H]1CN(C)Cc1ccc(-c2ccccc2)cc1	1	-6	-2	-5	44	-9	.	-8
CCC(=O)N(C)C[C@@H]1[C@@H](c2ccc(C3=CCCCC3)cc2)[C@H](CO)N1C(C)=O	8	5	1	-2	12	-14	-10	6
CC1Cc2nc(SCC(=O)NCC3CCCO3)n(-c3ccccc3)c(=O)c2S1 (stereo not drawn)	5	-2	.	7	-10	2	-7	18
CC=Cc1ccc2n(c1=O)C[C@H]1[C@H](CO)[C@@H](C(=O)N3CCOCC3)N(Cc3ccccc3)[C@@H]21 (mixture of isomers)	2	-3	9	.	0	9	.	6
COC(=O)c1ccc(CNC(=O)COC(=O)CC23CC4CC(CC(Br)(C4)C2)C3)cc1	.	.	-3	2	.	2	1	-26
O=C(CSc1nnc(-c2ccncc2)n1-c1ccc(Cl)cc1)NCc1cccs1	-34	-1	-3	-81	6	.	17	.
CCOc1ccccc1OCC(=O)NCc1ccco1	-3	-3	-6	0	3	-13	.	-4
CCOc1ccc(NC(=O)CN(C)C(=O)CN2C(=O)NC3(CCCC3)C2=O)cc1OCC	.	.	-1	.	-12	-12	4	-2
O=C(C[n+]1ccc(-c2nnc3n2CCCCC3)cc1)c1ccc(Cl)cc1	.	.	-5	.	.	-5	-3	7
CC(C)(C)OC(=O)N1CCC(C(=O)N2CCC[C@H]2C(=O)O)CC1	3	4	-11	-2	0	.	.	.
CCOc1ccc(CNCCNC(=O)c2nonc2N)cc1	.	.	-4	.	.	-18	13	-1
CC1(C)C2C/C(=N\O)C(C)(/[N+]([O-])=C/c3cccc([N+](=O)[O-])c3)CC21 (stereo not drawn)	-1	0	-2	.	11	-11	9	9
O=C(NCCN1C(=O)S/C(=C\c2ccc(OC(F)F)cc2)C1=O)c1cnccn1	.	.	-9	.	.	25	128*	-5
COc1cc(CNCc2ccncc2)cc(Br)c1OCc1ccccc1F	-3	0	-25	7	-30	.	.	.
C=CCn1c(=N)c(C(=O)NCCCOC)cc2c(=O)n3ccccc3nc21	-14	-1	-13	14	.	.	-24	.
Cc1ccc(C(=O)N[C@H](C(=O)NC2CCCCC2)C(C)C)cc1	0	0	-11	1	12	.	-3	.
Cc1ccccc1C(=O)NC1CCN(Cc2ccccc2)CC1	.	.	-7	.	.	2	0	1
C[C@@H]1CCCCO[C@H](CN(C)S(=O)(=O)c2cn(C)cn2)[C@@H](C)CN([C@@H](C)CO)C(=O)c2cc(NC(=O)c3ccccc3)ccc2O1	-2	3	7	5	.	-7	-2	1
CCOc1ccccc1NC(=O)Nc1cc(C(=O)O)ccc1C	.	.	-44	-4	4	.	-3	9
O=C(O)c1ccccc1C(=O)NCc1c(Cl)cccc1Sc1ccc(Cl)cc1	4	-2	-9	-17	14	-3	8	13
CCOc1ccccc1/C=C/c1nc2ccccc2[nH]c1=O	-2	-1	-6	.	7	1	-61	10
COCCN(Cc1cc2ccc(C)cc2[nH]c1=O)S(=O)(=O)c1ccccc1	0	1	0	9	-1	-11	8	20
C[C@H]1CN([C@@H](C)CO)S(=O)(=O)c2ccc(-c3ccc(F)cc3)cc2O[C@H]1CN(C)C(=O)c1ccccc1F	-2	-1	17	-5	-38	7	.	-18
O=C(CCC1CCCN(C(=O)c2ccc(F)c(F)c2)C1)N1CCN(c2ccccn2)CC1 (stereo not drawn)	3	3	2	.	0	1	2	-4
CCN(CC)CCOC(=O)c1cc(Cl)c(N)cc1OC	9	-2	-11	-7	6	.	4	.
O=C(Cc1ccccc1F)Nc1cc(S(=O)(=O)N2CCCC2)ccc1Cl	4	0	0	-3	2	5	-4	11
O=C1NC(=S)S/C1=C\c1ccc(SCc2ccco2)o1	-4	-1	5	0	.	.	.	.
C[C@H]1CN([C@@H](C)CO)C(=O)c2cc(NC(=O)NC3CCCCC3)ccc2O[C@@H]1CN(C)S(=O)(=O)c1ccccc1	-2	0	1	5	-7	-8	3	-16
COCC(=O)N1CC(=O)N2[C@H](CO)[C@@H](c3ccc(-c4ccncc4)cc3)[C@H]2C1	.	.	.	7	.	-14	-30	3
Cc1ccn2cc(C(=O)NCc3ccco3)nc2c1	.	.	-1	.	.	-4	-15	16
CCN1C(=O)N(C)C(N(O)C(=O)NC)C1(C)C (stereo not drawn)	1	3	-5	4	-5	.	.	.
CC(C)N1CCC1(C)C(=O)Nc1ccc2cn[nH]c2c1 (stereo not drawn)	6	0	.	5	4	-11	3	12
CN(C)S(=O)(=O)c1cc(NC(=O)CN2CCN(c3ccccc3F)CC2)ccc1Cl	-1	0	3	0	2	4	3	-9
O=C(Cc1ccccn1)N[C@@H]1CC[C@@H](CCNC(=O)c2cc(Cl)cc(Cl)c2)O[C@H]1CO	-2	1	13	7	-26	2	7	1
CC(C)(C)NC(=O)Cn1nnc(-c2ccc(S(C)(=O)=O)cc2)n1	-2	0	-5	0	-2	.	9	.
Cc1ccccc1NC(=O)NC1(C(=O)N2CCC(C(N)=O)CC2)CCCCC1	0	-2	4	6	-7	15	-8	-1
O=C(CSc1nncs1)Nc1ccc(S(=O)(=O)N2CCCC2)cc1	.	.	1	10	1	-3	7	-14
Cc1cc(C)nc(NC(=O)C2c3ccccc3Oc3ccccc32)n1	.	.	.	-16	.	-22	6	6
Cc1ccc(NC(=S)N/N=C2\CC3CC=CC23)c(C)c1 (stereo not drawn)	.	.	.	-8	.	1	0	15
CC(C)NC(=O)Nc1ccc2c(c1)C(=O)N(C)[C@H]1CC[C@@H](CC(=O)NCC3CCCCC3)O[C@H]1CO2	0	-16	-31	0	-6	-11	-7	-3
COc1ccc(CCNC(=O)CSc2ccccc2)cc1OC	.	.	-1	.	.	-3	7	73*
CCCN(CCC)c1nc(-c2ccccn2)nc2ccccc12	-9	3	60*	27	-41	15	60	-24
Cc1nc(SCc2ccc(O)c([N+](=O)[O-])c2)c([N+](=O)[O-])[nH]1	-8	5	3	2	9	6	4	-33
COc1ccccc1NC(=O)NCCCN1CCN(c2cccc(Cl)c2)CC1	-1	6	48*	.	-1	3	5	-12
C[C@H](CO)N1C[C@H](C)[C@@H](CN(C)Cc2ccc(F)cc2)Oc2ncc(-c3ccncc3)cc2C1=O	6	0	9	-5	-5	-30	.	7
CCOC(=O)C1=C(C)N2C(=C(C#N)[C@@H]1c1ccc(C(=O)OC)cc1)SC[C@@]2(O)C(C)(C)C	-1	1	1	.	.	.	2	.
Cc1ccc(S(=O)(=O)NNC(=O)CCC(=O)Nc2ccccc2Cl)cc1	6	-3	1	.	-3	-7	0	4
CCc1ccc(OCCCCCn2ccnc2)cc1	-1	3	-5	4	2	-14	22	-2
CN1CCN(S(=O)(=O)c2ccccc2)CC1	3	2	1	-3	-2	-2	-13	6
CN1C(=O)c2ccccc2C(C(=O)O)C1c1cccc(F)c1 (stereo not drawn)	-4	0	-6	-8	8	.	.	.
O=C1CCCCC/C1=N/Nc1ccc(OCc2ccccc2)cc1	2	-1	3	6	.	-20	-46	-3
CC(=O)N1[C@@H]2c3ccc(-c4cncnc4)c(=O)n3C[C@H]1[C@H](CO)[C@H]2C(=O)NC1Cc2ccccc2C1	9	-1	-5	-2	-15	-9	3	36
CCOc1ccc(NC(=O)NC2CCS(=O)(=O)C2)cc1 (stereo not drawn)	4	3	-7	-5	9	12	-6	11
Cn1nc(OCc2ccccc2)ccc1=O	0	-1	-7	17	2	.	-10	.
CC1CCCN(CCCNC(=O)c2ccc3c(c2)N(Cc2cccc(Cl)c2)C(=O)c2ccccc2S3=O)C1 (stereo not drawn)	-1	0	.	-19	-37	6	38	-18

# Other compounds:
SMILES	PglD DTNB	Cneo AK release	ARNT-TACC3 inh	PGC1a acetyl inh	C2C12 statin	LGR2 inh	PAX8 reporter	GSIS activator
COCCCn1c(SCC(=O)NC2CCCCC2)nnc1-c1ccncc1	-1	-1	-3	.	2	.	-18	.
CCOC(=O)c1c(C)nc2sc3c(=O)n(-c4ccc(C(C)=O)cc4)cnc3c2c1-c1ccc(Cl)cc1	1	2	-9	-16	24	.	.	.
CC(=O)N1[C@H](CO)[C@@H](c2ccc(-c3ccc(F)cc3)cc2)[C@@H]1CNC(=O)C1CC1	2	-1	-5	3	4	-6	-39	-19
Cc1cccc(-c2n[nH]c(=S)n2-c2ccccc2)c1[N+](=O)[O-]	.	.	-2	.	.	10	-10	9
CC(C)CC(N)c1csc(NC(=O)c2cc(C(C)(C)C)nn2Cc2ccccc2)n1 (stereo not drawn)	5	4	.	-19	-8	23	-2	7
CCOC(=O)c1c(C)[nH]c(C)c1C(=O)CSc1nc2ccccc2c(=O)n1-c1ccc(CC)cc1	.	.	-5	.	.	0	-18	-33
O=C(Cn1c(=O)c2cccn2c2cccnc21)NCCCN1CCN(c2ccc(F)cc2)CC1	-2	0	2	.	-5	-3	23	17
Cn1c(=O)c2cc(S(=O)(=O)NCCC(=O)NCc3ccccc3Cl)ccc2n(C)c1=O	5	-1	50*	47*	2	-12	.	16
CC(C)c1ccc(NC(=O)CNCC(c2ccccc2)N(C)C)cc1 (stereo not drawn)	-2	-1	7	4	-1	-1	1	-11
C/C(=N/NC(=O)CCc1c(C)n[nH]c1C)c1cccc([N+](=O)[O-])c1	0	0	-4	-6	.	-12	-3	-9
O=Cc1ccc(O)cc1O	4	0	-6	1	2	-8	.	0
COc1ccc(CC(C)CC(=O)NCCc2ccc(OC)c(OC)c2)cc1 (stereo not drawn)	5	3	3	-2	-4	-4	-11	-2
Clc1ccc(-n2nnnc2-c2ccno2)cc1	7	-2	.	10	.	-5	0	-4
O=C(Nc1ccn(C2CC(OC(=O)c3ccccc3)C(CO)O2)c(=O)n1)c1ccccc1 (stereo not drawn)	-1	0	-2	-11	-6	.	.	.
O=C1CN(C(=O)COC(=O)CCS(=O)(=O)c2ccccc2)c2ccccc2N1	-2	1	-4	.	-1	-14	20	14
Cc1ccc(-n2c(CCC(=O)O)ccc2-c2cccs2)cc1C	4	5	.	6	-5	.	.	.
O=C(NCc1ccccc1Cl)C(=O)NCC1OCCN1S(=O)(=O)c1cccs1 (stereo not drawn)	.	.	-3	.	.	-4	2	3

# Just PglD DTNB (2 entries from above):
canonical_smiles,PglD DTNB
C/C(=N/NC(=O)CCc1c(C)n[nH]c1C)c1cccc([N+](=O)[O-])c1,0
CC(=O)N1[C@H](CO)[C@@H](c2ccc(-c3ccc(F)cc3)cc2)[C@@H]1CNC(=O)C1CC1,2

# The order is random; 2.9% or so of the library scored in one or more.
